# From PubChem
# Mac1 fbg enh: increases human CD11b/CD18 adhesion to fibrinogen; P05107+P11215; K562 CD11b/CD18 adhesion to fibrinogen, ATPlite luminescence; activation, % at 10 µM; 93,000 compounds, 0.07% hits; AID 1499;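 active = 10 µM primary screen giving 50% or more activity, confirmed by 40% or more on retest at that dose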; also: strong numbers were not always called active
# Target sequence (P05107 whole entry, looked up, other chains not shown): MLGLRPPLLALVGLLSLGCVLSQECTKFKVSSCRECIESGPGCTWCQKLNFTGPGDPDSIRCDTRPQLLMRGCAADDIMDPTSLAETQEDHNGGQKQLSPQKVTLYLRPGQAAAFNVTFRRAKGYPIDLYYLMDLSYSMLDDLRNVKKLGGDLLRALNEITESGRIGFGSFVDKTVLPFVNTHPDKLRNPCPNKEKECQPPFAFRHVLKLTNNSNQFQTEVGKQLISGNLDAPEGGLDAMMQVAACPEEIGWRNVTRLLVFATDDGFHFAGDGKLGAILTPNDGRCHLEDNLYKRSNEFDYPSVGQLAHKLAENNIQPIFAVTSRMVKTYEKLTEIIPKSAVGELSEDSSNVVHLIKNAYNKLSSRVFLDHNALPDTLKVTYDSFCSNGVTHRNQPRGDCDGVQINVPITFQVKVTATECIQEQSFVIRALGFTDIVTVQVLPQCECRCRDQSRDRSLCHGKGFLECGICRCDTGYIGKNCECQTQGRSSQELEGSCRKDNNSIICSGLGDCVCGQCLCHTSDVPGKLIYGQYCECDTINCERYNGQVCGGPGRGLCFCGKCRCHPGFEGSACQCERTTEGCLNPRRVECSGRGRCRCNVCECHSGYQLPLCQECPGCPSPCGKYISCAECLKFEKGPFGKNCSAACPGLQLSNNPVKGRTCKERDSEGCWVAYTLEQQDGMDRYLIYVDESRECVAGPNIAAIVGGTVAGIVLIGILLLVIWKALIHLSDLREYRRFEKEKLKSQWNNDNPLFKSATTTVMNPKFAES
# CYP2C19 inh: inhibitors of human CYP2C19. AID 778. 96,000 compounds, 21% hits. CYP2C19 Supersomes, luciferin-H EGE luminescence, 30 min. P33261. inhibition, % at 5 µM;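 active = CYP2C19 inhibition above a set limit at 5 µM in the primary screen, cut at about 50% in these data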;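 also: plate controls were negative control wells for no effect and 2.5 mM tranylcypromine positive control for full effect; values of inactives mirror those of a sister screen read the other way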
# Lung fibro prol: blocks proliferation of human lung fibroblasts; LL 47 human lung fibroblast viability, ATP luminescence; hits give low values; viability, % at 10 µM; 85,000 compounds, 1.1% hits;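 active = viability at or below 50% in the single dose screen; inactive = viability above 50%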;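 also: compound exposure lasted 72 h before the ATP readout; 100% = median luminescence of untreated cell-only wells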
#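 Assay system: human lung fibroblast line LL 47, low passage. Input: 1,150 fibroblasts seeded per well. Times: overnight cell rest, 72 h compound treatment at 37 °C. Evaluation: % viability of median cell-only signal. Technique: luminescent ATP detection, CellTiter-Glo. Control set: cell-only wells, no compound.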
# ERa SRC1 inh: ER-alpha (human) coactivator binding inhibition | P03372 | TR-FRET ER-alpha LBD / SRC-1 peptide, estradiol-bound | inhibition, % at 25.6 µM | 86,000 compounds, 1.7% hits; in the data active = inhibition above about 50%;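 also: 0% = receptor plus peptide control and 100% = peptide only without receptor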
# H69AR growth 86K: growth inhibitors of human H69AR lung tumor cells | H69AR lung tumor viability, ATP luminescence, 72 h; hits give low values | viability, % at 10 µM | 85,000 compounds, 6% hits;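 active = viability at or below 40%; inactive = viability above 40%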;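 also: multidrug resistant small cell line overexpressing MRP-1 efflux transporter; 100% = mean luminescence of untreated control wells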
# ERa coact pot: enhances coactivator binding to human estrogen receptor alpha; TR-FRET ERalpha-LBD/SRC-Cy5 coactivator binding, 2 h; 100 = basal binding, no effect; coactivator binding (% of control), % at 25.6 µM; 86,000 compounds, 1.3% hits; AID 639; in the data active = activity above about 200%;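 also: binding measured in presence of low estradiol as agonist stimulus; 0% = peptide alone without receptor and 100% = receptor with peptide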
# Mac1 fbg inh: blocks human CD11b/CD18 adhesion to fibrinogen. P05107+P11215. K562 CD11b/CD18 adhesion to fibrinogen, ATPlite luminescence; Mn2+ added to activate the integrin. inhibition, % at 10 µM. 93,000 compounds, 0.54% hits. AID 1497;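 active = primary inhibition of 50% or more at 10 µM, then 40% or more on retest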; also: some results filed as inactive read as strong as hits
# HUVEC inhibit: human endothelial cell proliferation inhibition; HUVEC proliferation, CellTiter-Glo luminescence, 72 h; hits give low values; viability, % at 10 µM (by protocol); 86,000 compounds, 1.1% hits;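 active = viability at or below 30%; inactive = viability above 30%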;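 also: 100% = median luminescence of DMSO-only cell control wells on each plate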
# CYP2C19 act: activators of human cytochrome P450 2C19 | 96,000 tested, under 10 active | recombinant CYP2C19, luciferin-H EGE luminescence; hits give high values; 0 = fully inhibited enzyme, 1 = untreated enzyme | activation factor at 5 µM;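 active = activation factor of at least 2 at 5 µM in the primary screen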;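 also: 0 = wells with 2.5 mM tranylcypromine and 1 = vehicle-only wells; values of inactives mirror those of a sister screen read the other way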
# Numbers without * were called inactive; . = not tested or not shown; [ ] = another dose, or the depositor's remark.
No.	compound	Mac1 fbg enh	CYP2C19 inh	Lung fibro prol	ERa SRC1 inh	H69AR growth 86K
1	CN(C)S(=O)(=O)c1ccc(C(=O)Nc2cccc(C(=O)O)c2)cc1	-2	4	107	-9	87
2	COc1cc(Br)cc(-c2nc3c(c(=O)[nH]c(=O)n3Cc3ccccc3)n2C)c1O	-5	23	98	14[fluorescence artefact?]	48
3	N#Cc1c(NC(=O)CSc2nc3ccccc3c(=O)n2Cc2ccco2)sc2c1CCCC2	7	-5	70	62*[fluorescence artefact?]	3.9*
4	O=C(Nc1ccc(Br)cc1Cl)Nn1cnnc1	-2	19	103	-4	92
5	Cc1ccc(-c2ccc(/C=N\NC(=O)C3C(=O)NCC3c3ccccc3)o2)cc1Cl (stereo not drawn)	-4	4	.	.	.
6	Cc1cc(C(=O)OCn2nnc3ccccc3c2=O)c(C)n1-c1ccccc1	5	78*	93	-8	85
7	O=C(CC(NC(=O)c1ccccc1Cl)c1ccccc1)Nc1ccc2c(c1)OCO2 (stereo not drawn)	21	27	.	.	.
8	Cc1ccc(-c2n[nH]c(=S)n2C)cc1	-3	17	103	-2[fluorescence artefact?]	100
9	C/C(=N\NC(=O)c1ccc(Cl)c(Cl)c1)c1cccc(NC(=O)C(C)C)c1	3	10	.	.	.
10	O=C(OCC(=O)N1N=C(c2ccc(Cl)cc2)CC1c1ccco1)c1ccccc1O (stereo not drawn)	-6	17	90	1[fluorescence artefact?]	103

No.	ERa coact pot	Mac1 fbg inh	HUVEC inhibit	CYP2C19 act
1	109	-6	101	1
2	75	-13	90	0.8
3	145	8	59	1.1
4	105	-22	93	0.8
5	.	38	.	1
6	99	25	99	0.2
7	.	-5	.	0.7
8	100	-4	49	0.8
9	.	-8	.	0.9
10	133	15	95	0.8

# Further results
No.	compound	Mac1 fbg enh	CYP2C19 inh	Lung fibro prol	ERa SRC1 inh	H69AR growth 86K
11	CCNC(=O)NC(=O)C(C)OC(=O)c1oc2ccc(OC)cc2c1C (stereo not drawn)	-6	-2	.	.	.
12	CCOC(=O)c1sc(=NC(=O)c2ccc(S(=O)(=O)N3CCOCC3)cc2)n(C)c1C	.	.	103	8[fluorescence artefact?]	84
13	CCOCCCNC(=O)Cn1nc(-c2ccccc2)ccc1=O	.	.	100	10[fluorescence artefact?]	97
14	Cc1ccc(C2C(=O)N(C3CCC(C)CC3)CC(=O)N2C2CCCC2)cc1 (stereo not drawn)	-1	22	95	-1	61
15	CCOC(=O)C1CCCN(CC(=O)Nc2c(C(=O)OC)[nH]c3ccc(Cl)cc23)C1 (stereo not drawn)	-5	91*	90	7	70
16	O=C(NCc1ccco1)c1cc(-c2ccccc2)on1	-2	8	100	-45[fluorescence artefact?]	94
17	COc1ccc(C(=O)CSc2nnc(C3CC3)n2N)cc1	-1	38	99	26	52
18	Cc1cc(OC(=O)CNC(=O)OC(C)(C)C)c2c(C)cc(=O)oc2c1	1	17	101	-4	88
19	Cc1ccc2[nH]c(=O)c(C(c3nnnn3CC3CCCO3)N3CCc4ccccc4C3)cc2c1 (stereo not drawn)	1	12	99	4	63
20	Cc1ccc(C(c2sc3nc(C)nn3c2O)N2CCOCC2)cc1 (stereo not drawn)	-1	30	95	21	104

No.	ERa coact pot	Mac1 fbg inh	HUVEC inhibit	CYP2C19 act
11	.	-2	.	1
12	166	.	94	.
13	109[fluorescence artefact?]	.	102	.
14	96	3	97	0.8
15	109	7	82	0.1
16	100[fluorescence artefact?]	-27	100	0.9
17	85	-2	93	0.6
18	108	-1	92	0.8
19	108	-9	94	0.9
20	123	-12	95	0.7

# One compound at a time, as listed above:
# CCNC(=O)NC(=O)C(C)OC(=O)c1oc2ccc(OC)cc2c1C (stereo not drawn) is listed as Mac1 fbg enh = -6; CYP2C19 inh = -2; Lung fibro prol = .; ERa SRC1 inh = .; H69AR growth 86K = .; ERa coact pot = .; Mac1 fbg inh = -2; HUVEC inhibit = .; CYP2C19 act = 1
# Cc1cc(OC(=O)CNC(=O)OC(C)(C)C)c2c(C)cc(=O)oc2c1 is listed as Mac1 fbg enh = 1; CYP2C19 inh = 17; Lung fibro prol = 101; ERa SRC1 inh = -4; H69AR growth 86K = 88; ERa coact pot = 108; Mac1 fbg inh = -1; HUVEC inhibit = 92; CYP2C19 act = 0.8
# O=C(NCc1ccco1)c1cc(-c2ccccc2)on1 is listed as Mac1 fbg enh = -2; CYP2C19 inh = 8; Lung fibro prol = 100; ERa SRC1 inh = -45[fluorescence artefact?]; H69AR growth 86K = 94; ERa coact pot = 100[fluorescence artefact?]; Mac1 fbg inh = -27; HUVEC inhibit = 100; CYP2C19 act = 0.9

# More compounds:
No.	compound	Mac1 fbg enh	CYP2C19 inh	Lung fibro prol	ERa SRC1 inh	H69AR growth 86K
21	COc1ccccc1N1CCN(C(=O)CSc2nnc(NC(=O)C3CCC3)s2)CC1	2	51*	103	-1	88
22	COc1ccc(Nc2nc(N)nc(CSCCO)n2)cc1	4	8	96	-4	51
23	CC(C)CCNC(=O)CN(CCN1CCOCC1)C(=O)Cn1nnc(-c2ccc(F)cc2)n1	5	27	105	-5[fluorescence artefact?]	92
24	Cc1ccc(C2CC(=O)NC(SCC(=O)Nc3nccs3)=C2C#N)cc1 (stereo not drawn)	8	28	.	.	.
25	CCOC(=O)c1ccc(NC(=O)C2CCN(C(=O)c3ccc(OC)c(OC)c3)CC2)cc1	.	.	102	3	96
26	NC(=O)CSc1nnc(Cn2c(=O)sc3ccccc32)n1-c1ccccc1	.	.	98	-5	98
27	Cc1nn(CC(=O)O)c(=O)c2ccccc12	-3	0	100	7[fluorescence artefact?]	105
28	CCCN(CCC)S(=O)(=O)c1ccc(C(=O)N2CCOCC2)cc1	4	5	107	-6	96
29	Cc1cc(NC(=O)c2cc(-c3ccc4c(c3)OCO4)on2)n(-c2ccccc2)n1	4	20	.	.	.
30	CC(=O)N1CCc2cc(C(=O)CN3CCCN(Cc4ccc(F)cc4)C3)ccc21	3	41	103	2	95

No.	ERa coact pot	Mac1 fbg inh	HUVEC inhibit	CYP2C19 act
21	118[fluorescence artefact?]	-2	91	0.5
22	93	-24	95	0.9
23	119	-3	98	0.7
24	.	10	.	0.7
25	102	.	101	.
26	118	.	96	.
27	111[fluorescence artefact?]	6	101	1
28	93	-3	99	0.9
29	.	10	.	0.8
30	95	-2	98	0.6

# The list goes on.
No.	compound	Mac1 fbg enh	CYP2C19 inh	Lung fibro prol	ERa SRC1 inh	H69AR growth 86K
31	Nc1nc(C2CCCN2S(=O)(=O)c2ccc(Cl)cc2)cs1 (stereo not drawn)	0	80*	102	2[fluorescence artefact?]	98
32	Cn1cnnc1SCC(=O)Nc1ccccc1Sc1ccccc1	1	39	96	-6	95
33	COc1ccc(C2SCC(C(=O)O)N2C(C)=O)cc1OC (stereo not drawn)	-2	-14	99	-7	102
34	CC(=O)Oc1ccc(C(=O)Nc2ccc3c(c2)C(=O)N(CCC(=O)O)C3=O)cc1	2	-2	106	-37	98
35	Cc1cccn2c(=O)c3cc(C#N)c(=N)n(Cc4ccncc4)c3nc12	.	.	92	2[fluorescence artefact?]	82
36	O=C(c1ccc(Cl)c(S(=O)(=O)N2CCOCC2)c1)N1CCN(Cc2ccccc2)CC1	.	.	100	6	48
37	Cn1c(-c2ccc(F)cc2)cnc1NCc1ccc(F)cc1	2	69*	96	19	63
38	COc1ccccc1Cc1noc(C(C)(C)NC(=O)c2ccccc2)n1	-1	27	98	-11	86
39	CCOC(=O)c1sc(=S)sc1SCc1cccc(C(F)(F)F)c1	13	53*	86	-6	81
40	Cc1cc(NS(=O)(=O)c2ccc(NC(=O)CCCOc3ccc(Cl)cc3)cc2)no1	-4	22	91	-4	.

No.	ERa coact pot	Mac1 fbg inh	HUVEC inhibit	CYP2C19 act
31	122	-20	99	0.2
32	102	-6	94	0.6
33	124[fluorescence artefact?]	-6	97	1.1
34	709*[fluorescence artefact?]	-26	103	1
35	94	.	94	.
36	104	.	94	.
37	83	-2	105	0.3
38	150	0	86	0.7
39	89	3	78	0.5
40	121	17	90	0.8

# Next section
No.	compound	Mac1 fbg enh	CYP2C19 inh	Lung fibro prol	ERa SRC1 inh	H69AR growth 86K
41	COc1ccc(C2C(C(C)=O)=C(O)C(=O)N2CCc2ccccc2)c(OC)c1 (stereo not drawn)	1	10	97	-5	93
42	CC(C)CCNC(=O)NC(=O)COc1c(F)c(F)cc(F)c1F	4	20	105	-1	106
43	O=C(Cn1ncc2ccccc21)N1CCN(c2cccc(C(F)(F)F)c2)CC1	.	.	102	-2	105
44	CC(C)NC(=O)CSc1nnc(COc2ccccc2Cl)o1	3	61*	97	-6	106
45	O=C(Cn1nc(Cc2ccncc2)c2ccccc2c1=O)N1CCc2ccccc2C1	-3	88*	94	-3	98
46	CC(=NCC1CCNCC1)C1=C(O)CC(C)(C)CC1=O	-2	3	91	-4	85
47	Cc1ccccc1NC(=O)CSc1nc2ccccc2o1	2	59*	89	-10	96
48	CN(C)C(=O)c1cc(F)ccc1Sc1cc(Cl)ccc1Cl	1	98*	.	.	.
49	COC(=O)[C@H]1C2CCC(C(=O)OC)(CC2)[C@H]1C(=O)OC	0	-1	101	-3	93
50	COc1ccc(C)cc1NC(=O)CN1C(=O)c2ccccc2S1(=O)=O	1	1	101	-3	98

No.	ERa coact pot	Mac1 fbg inh	HUVEC inhibit	CYP2C19 act
41	117	-4	99	0.9
42	117	2	100	0.8
43	116	.	106	.
44	101	-1	94	0.4
45	100	0	89	0.1
46	107	-12	84	1
47	95	1	93	0.4
48	.	-14	.	0
49	137	-21	98	1
50	91	2	102	1

# Next compounds follow.
No.	compound	Mac1 fbg enh	CYP2C19 inh	Lung fibro prol	ERa SRC1 inh	H69AR growth 86K
51	O=C(Nc1ccccc1)NC1CS(=O)(=O)CC1O (stereo not drawn)	-1	-17	99	-1	97
52	CC1(C)CNC(=O)c2sc(NC(=O)CN3CCOCC3)nc2C1	-2	-15	103	-6	91
53	O=C(Nc1ccc(Cl)cc1)N(Cc1cccnc1)Cc1ccco1	7	100*	.	.	.
54	Cc1ccc(C(=O)Nc2nc(C(C)(C)C)cs2)s1	-4	20	71	-2	91
55	Brc1ccc(-c2csc(/N=C/N3CCOCC3)n2)cc1	-2	50	96	-8[fluorescence artefact?]	103
56	Cc1ccc(CSc2nnc(CS(=O)Cc3ccc(Cl)cc3Cl)n2C)cc1 (stereo not drawn)	-5	-10	.	.	.
57	Cc1cc(-n2c(C)cc(C(=O)CN3C(=O)NC4(CCCCC4)C3=O)c2C)no1	2	50	77	1	82
58	C=CCNC(=S)NNC(=O)C(CCC(C)C)CC(C)(C)O (stereo not drawn)	3	-7	95	-6	85
59	Cc1ccc(CNc2oc(C)nc2C#N)cc1	-3	32	105	-3	102
60	CCOC(=O)c1ccc(-n2c(N)c(C(=O)NCC3CCCO3)sc2=S)cc1 (stereo not drawn)	-6	18	96	-12	96
61	COc1cccc(C2=NO[C@@H]3C(=O)N(Cc4ccccc4)C(=O)[C@H]23)c1OC	-3	97*	98	0	101

No.	ERa coact pot	Mac1 fbg inh	HUVEC inhibit	CYP2C19 act
51	109	-20	86	1.2
52	103[fluorescence artefact?]	-5	88	1.2
53	.	-14	.	0
54	108	35	105	0.8
55	109	-13	106	0.5
56	.	27	.	1.1
57	120	-38	98	0.5
58	108	2	112	1.1
59	90	4	103	0.7
60	91	-1	95	0.8
61	124	51	91	0

# Rows were taken by chance. About 26% of those tested had a hit in this group.
